# HT1080 IDH1KD tx: qHTS for induction of synthetic lethality in tumor cells producing 2HG: qHTS for the HT-1080-IDH1KD cell line; actives 2% (n = 360,000); HT-1080 IDH1 knockdown viability, ATP luminescence, 48 h; AID 686971, 2013; Potency, µM (top dose mostly 46.1 µM), for inactives: at the top dose activity, negative = toxicity, most hits filed as cytotoxic;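 further: potency means the concentration at half of the fitted maximal effect; 0% = DMSO wells and -100% = cell-free medium wells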
#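 HT-1080-IDH1KD cells (IDH1 knocked down), 750/well in RPMI with 5% FBS, treated with compound 48 h at 37 degrees C. Viability by CellTiter-Glo luminescence, normalised to DMSO and no-cell wells; concentration-response curves classed.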
# S2 tox: Viability Counterscreen for Primary qHTS for Inhibitors of ATXN expression; actives 0.49% (n = 400,000); AID 651635, 2014; S2 cells (HEK-293 line with an ATXN2-luciferase reporter) viability, CellTiter-Fluor protease fluorescence, 24 h; Potency, µM (series often up to 56.7 µM), most hits filed as cytotoxic; further: potency means the concentration at half of the fitted maximal effect; nearly all actives have a fitted effect of over 40% in size
# KB-3-1 tox: qHTS assay for MDR1-selective chemotherapeutics: Primary screen using the parental adenocarcinoma cell KB-3-1 | KB-3-1 viability, CellTiter-Glo ATP luminescence, 72 h | Potency, µM (top dose mostly 46.1 µM), for the others: at the highest dose activity change, negative = cytotoxic, most hits filed as cytotoxic | actives 1.4% (n = 400,000); further: potency means the concentration at half of the fitted maximal effect; on the % scale 0 is the no-effect control and ±100 the full control effect; nearly all actives have a fitted effect of over 60% in size
#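 Screening of KB-3-1 cells (DMEM, 10% FBS, phenol-red free) ran from lowest to highest compound concentration; after 72 h at 37 °C viability was read luminescently and curves fitted.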
# HT1080NT lethal: qHTS for induction of synthetic lethality in tumor cells producing 2HG: qHTS for the HT-1080-NT fibrosarcoma cell line; HT-1080-NT fibrosarcoma viability, CellTiter-Glo ATP luminescence, 48 h; Potency, µM (doses to about 46.1 µM), inactives show at the highest dose activity, negative = less viability, usual class: cytotoxic; actives 1.6% (n = 360,000);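 further: NT is the 2HG producing partner of a matched IDH1 knockdown line; potency means the concentration at half of the fitted maximal effect; 0% = DMSO-treated cells and -100% = media-only wells without cells; nearly all actives have a fitted effect of over 55% in size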
#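 HT-1080-NT; 750 cells/well; 5% FBS RPMI; 48 h compound, 37 degrees C; CellTiter-Glo luminescence; curve fitting and curve-class assignment.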
# HepG2 tox: qHTS for Inhibitors of TGF-b: Cytotox Counterscreen; HepG2 CAGA-GFP viability, ATP luminescence, 18 h; Potency, µM (doses to about 46.1 µM), for the others: top-dose activity change, negative = cytotoxicity, hits mostly cytotoxic; actives 0.76% (n = 410,000); AID 588856, 2011; further: potency means the concentration at half of the fitted maximal effect; some results filed as inactive show a strong effect at the top dose
#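 HepG2 CAGA-GFP cells (1000/well, DMEM with 1% FBS) received compound, then TGF-beta at 500 pg/mL final, and were incubated 18 hours at 37 degrees C. Viability was read by CellTiter-Glo luminescence. Media-only wells were set as complete cell-killing and DMSO as no toxicity.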
# MCF10A rerep: A quantitative high throughput screen for small molecules that induce DNA re-replication in MCF 10a normal breast cells. MCF 10A DNA re-replication, Hoechst nuclear intensity, 48 h. Potency, µM (series often up to 46.1 µM), for the others: at the highest dose activity, positive = re-replication, usual class: activators. actives 2.9% (n = 350,000). AID 624296, 2012; further: potency means the concentration at half of the fitted maximal effect; % of control where 0% means no effect; nearly all actives have a fitted effect of over 50% in size
# ATXN2 expr inh: Primary qHTS for Inhibitors of ATXN expression; AID 1745845, 2022; HEK-293 ATXN2-luciferase reporter, luminescence, 24 h; Potency, µM (series often up to 57 µM), for inactives: at the top dose activity change, negative = inhibition, hits mostly inhibitors; actives 0.72% (n = 360,000); further: potency means the concentration at half of the fitted maximal effect; on the % scale 0 is the no-effect control and ±100 the full control effect; nearly all actives have a fitted effect of over 55% in size
#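 ATXN2-luciferase reporter cells (luciferase flanked by upstream and downstream ATXN2 gene portions) were treated 24 h at 37 °C with compounds at up to 57 uM. SteadyGlo luminescence gave expression; GF-AFC fluorescence gave viability.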
# SW480 rerep: A quantitative high throughput screen for small molecules that induce DNA re-replication in SW480 colon adenocarcinoma cells; AID 624297, 2012; SW480 DNA re-replication, Hoechst DNA content imaging, 48 h; actives 1.8% (n = 340,000); Potency, µM (series often up to 46.1 µM), for inactives: at the highest dose re-replication activation, hits mostly activators; further: potency means the concentration at half of the fitted maximal effect; % of control where 0% means no effect; nearly all actives have a fitted effect of over 55% in size
#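 Per well, 250 cells were exposed to pinned compound for 48 hr. Nuclear DNA was visualised with Hoechst (40 min, 37 C) and total object intensity recorded by fluorescence scanning.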
# IL1B secr inh: qHTS for Inhibitors of Inflammasome Signaling: IL-1-beta AlphaLISA Primary Screen; AID 743279, 2014; actives 4.7% (n = 360,000); THP-1 LPS/ATP IL-1B secretion, AlphaLISA, 16 h; active compounds read low; activity change, % at 57.5 µM; in the data active means activity change below about -50%; inconclusive means mostly about -30% to -49%; further: on the % scale 0 is the no-effect control and ±100 the full control effect
#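 Secreted IL-1B measured by AlphaLISA bead assay after 16 h compound exposure of THP-1 cells; compounds (final up to 57.5 uM) added 1 h before LPS (250 ng/mL) and ATP (1.25 mM) stimulation; lower signal means less secretion.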
# * marks the source's active call; other numbers are inactive results; i = inactive; u = inconclusive; x = no result given; & = joins results of further samples; [ ] = another dose, or the depositor's remark. Unless noted, the call rests on the fitted dose curve; in most records, active means well fitted curve in the direction sought with a large enough effect; inconclusive means small, poorly fitted or top-dose-only effect, or another doubt; inactive means no such curve, though single readings can be large; an effect the other way counts as inactive or inconclusive.
SMILES,HT1080 IDH1KD tx,S2 tox,KB-3-1 tox,HT1080NT lethal,HepG2 tox,MCF10A rerep,ATXN2 expr inh,SW480 rerep,IL1B secr inh
CNC(=O)c1nn(-c2ccc(Cl)cc2)ccc1=O,12%,i,18%,11%,2%,5%,-13%,0%,0
CCc1nn(CCCC(=O)N2CCN(c3cccc(OC)c3)CC2)c(=O)c2cc3occc3n12,x,i,16%,x,-2%,x,29%,x,x
C/C(N)=C(/C#N)C(=O)COC(=O)CNC(=O)c1ccc(Cl)cc1Cl,20%,i,5%,12%,1%,0%,0%,-8%,10
CC(=O)c1ccc(NC(=O)CN2CCC(C(=O)c3ccc(F)cc3)CC2)cc1,-20%,i,-15%,-28%,7%,2%,0%,0%,3
COc1ccc(-c2cc(C(F)(F)F)nc(SCC(=O)N3CCCCC3C)n2)cc1OC (configuration not stated),x,i,u,x,-1%,x,0%,x,x
COc1ccc(-c2noc(N3CCC(C(=O)Nc4ccccc4OC)CC3)n2)cc1,-7%,i,25%,6%,-31%,1%,u,-4%,-25
COc1cc(NC(=O)c2ccc(N)nc2)cc(C(=O)Nc2cccc(C(F)(F)F)c2)c1,-14%&-3%,u,-6%&-27%,-7%&4%,-28%&-18%,13%,u,-2%[9.22 µM],-11&-5
O=C(Nn1cnnc1)C(c1ccccc1)c1ccccc1,14%,u,1%,12%,12%,-3%,-7%,-11%,14
C=C(C)[C@H]1CC=C(C)C(=O)C1,2%,i,0%,11%,-2%,-1%,1%,-1%,25
COc1ccc(C(=O)OC(C)C(=O)Nc2cc(C(F)(F)F)ccc2Cl)c(OC)c1OC (configuration not stated),-22%,i,0%,-8%,-11%,27%,-6%,-15%,4
CC1(C)CC(=O)c2cc(-c3nc(-c4ccc(Cl)cc4)cs3)c(=O)n(-c3cccc(F)c3)c2C1,x,i,3%,x,-17%,x,-13%,x,x
Fc1ccccc1CSc1nnc(-c2ccccc2)o1,11%,i,-4%,2%,9%,0%,83%[activator],-5%,13
CCc1cccc(C)c1NC(=O)CN1C(=O)NC(Cc2ccccc2)C1=O (configuration not stated),21%,i,0%,11%,16%,-4%,-6%,-2%,28
O=C(CNC(=O)c1ccccc1Cl)OCc1cc(=O)n2ccsc2n1,x,i,5%,x,4%,x,10%,x,x
CCC1Oc2ccccc2N(CC(=O)NCCCN2CCC(C)CC2)C1=O (configuration not stated),5%[9.24 µM],i,-1%,-5%,-8%,21%,-10%,0%,-1
CCn1c(/C=C/Nc2ccccc2)[n+](CC)c2ccc(Cl)cc21,-18%,u,u,0%,-12%,-5%,-13%,-2%,-3
CC1Cc2ccccc2N1C(=O)CSc1nnc(Cc2ccccc2)n1CCc1ccccc1 (configuration not stated),-27%,u,-7%,-13%,10%,u,u,u,-6
CCn1cc(C(=O)NCCCN2CCCCCC2)c(=O)c2cc(S(=O)(=O)N3CCc4ccccc4C3)ccc21,u,i,-5%,-15%,-40%,7%,-26%,-10%,-61*
CCNC(=O)C12CCC(C)(C(=O)C1Br)C2(C)C (configuration not stated),1%,i,2%,-3%,-10%,-9%,-5%,-7%,36
Cc1cc(C)c2c(c1)/C(=c1/sc3n(c1=O)CN(c1ccccc1)CN=3)C(=O)N2,u,u,u,0%,4%,-7%,-18%,-17%,-9
O=C(CCCl)N(Cc1nc2ccccc2c(=O)[nH]1)Cc1cccs1,-12%,u,17%,-23%,-6%,-3%,-11%,-3%,u
Cn1c(Cc2ccccc2)nnc1SCC(=O)c1cccs1,16%,i,-2%,9%,-3%,-7%,6%,1%,-14
O=C(Cn1cncn1)N/N=C/c1ccncc1,4%,i,0%,2%,30%,0%,x,-33%[inhibitor],2
COc1ccc2cc(C3(C)NC(=O)N(CC(=O)Nc4c(C)n(C)n(-c5ccccc5)c4=O)C3=O)ccc2c1 (configuration not stated),15%,i,8%,11%,11%,2%,4%,-4%,9
CCCC(=O)NC(C)c1nc2ccccc2n1C (configuration not stated),-1%,i,1%,13%,31%,-2%,-1%,1%,2

# 10 entries from above, with tabs.
canonical_smiles	HT1080 IDH1KD tx	S2 tox	KB-3-1 tox	HT1080NT lethal	HepG2 tox	MCF10A rerep	ATXN2 expr inh	SW480 rerep	IL1B secr inh
CNC(=O)c1nn(-c2ccc(Cl)cc2)ccc1=O	12%	i	18%	11%	2%	5%	-13%	0%	0
CCc1nn(CCCC(=O)N2CCN(c3cccc(OC)c3)CC2)c(=O)c2cc3occc3n12	x	i	16%	x	-2%	x	29%	x	x
C/C(N)=C(/C#N)C(=O)COC(=O)CNC(=O)c1ccc(Cl)cc1Cl	20%	i	5%	12%	1%	0%	0%	-8%	10
CC(=O)c1ccc(NC(=O)CN2CCC(C(=O)c3ccc(F)cc3)CC2)cc1	-20%	i	-15%	-28%	7%	2%	0%	0%	3
COc1ccc(-c2cc(C(F)(F)F)nc(SCC(=O)N3CCCCC3C)n2)cc1OC (configuration not stated)	x	i	u	x	-1%	x	0%	x	x
COc1ccc(-c2noc(N3CCC(C(=O)Nc4ccccc4OC)CC3)n2)cc1	-7%	i	25%	6%	-31%	1%	u	-4%	-25
COc1cc(NC(=O)c2ccc(N)nc2)cc(C(=O)Nc2cccc(C(F)(F)F)c2)c1	-14%&-3%	u	-6%&-27%	-7%&4%	-28%&-18%	13%	u	-2%[9.22 µM]	-11&-5
O=C(Nn1cnnc1)C(c1ccccc1)c1ccccc1	14%	u	1%	12%	12%	-3%	-7%	-11%	14
C=C(C)[C@H]1CC=C(C)C(=O)C1	2%	i	0%	11%	-2%	-1%	1%	-1%	25
COc1ccc(C(=O)OC(C)C(=O)Nc2cc(C(F)(F)F)ccc2Cl)c(OC)c1OC (configuration not stated)	-22%	i	0%	-8%	-11%	27%	-6%	-15%	4

# Next compounds.
SMILES,HT1080 IDH1KD tx,S2 tox,KB-3-1 tox,HT1080NT lethal,HepG2 tox,MCF10A rerep,ATXN2 expr inh,SW480 rerep,IL1B secr inh
NC(=O)C1(N2CCCCC2)CCN(Cc2ccc(F)cc2)CC1,-1%,i,3%,7%,-9%,4%,-4%,-9%,8
Cc1ccc(F)cc1NC(=O)c1c(-c2ccccc2)noc1C,-9%,i,-8%,7%,0%,1%,-18%,-7%,8
CCn1c(=N)c(C(=O)NC)cc2c(=O)n3cccc(C)c3nc21,-1%,x,-5%,-23%,-22%,u,u,13µM*,-21
CCOC(=O)Cc1csc(NC(=S)NC(=O)c2ccc([N+](=O)[O-])cc2)n1,11%,i,27%,6%,-4%,0%,2%,0%,-10
C#CCn1c(=NC(=O)c2ccc(Cl)s2)sc2cccc(OC)c21,10%,u,-15%,-1%,-10%,18µM*,-39%,11%,35
Cc1cc(NS(=O)(=O)c2ccc(NC(=O)C(C)Oc3cc(C)c(Cl)c(C)c3)cc2)no1 (configuration not stated),0%,i,-2%,1%,0%,u,2%,-38%[inhibitor],i
Cc1cc(C)cc(OCC(=O)N2N=C(C(F)(F)F)CC2(O)C(C)(C)C)c1 (configuration not stated),16µM*,i,u,18µM*,18µM*,u,u,5%,2
OC(COc1ccc(CNCc2cccnc2)cc1)CN1CCc2ccccc2C1 (configuration not stated),-28%,u,0%,-7%,-44%,8%,x,u,-10
CCc1nnc(NC(=O)c2ncc(Cl)c(Cl)c2Cl)s1,4%,i,3%,0%,-20%,22%,15%,-1%,-13
CCCOc1ccc(/C(O)=C2/C(=O)C(=O)N(CCCn3ccnc3)C2c2ccco2)cc1 (configuration not stated),11%,i,-4%,10%,-19%,-2%,10%,-2%,-14
CC1CC(=O)N(CC(=O)Nc2ccc(F)cc2)c2ccccc2S1(=O)=O (configuration not stated),17%,i,-8%,0%,-13%,-3%,12%,-1%,-18
CCC(=O)N1CCc2cc(S(=O)(=O)N3CCCCCC3)ccc21,-2%,i,-14%,-3%,3%,0%,6%,-4%,-3
C#CCOCCOCCOCCNc1nc(N2CCN(C(=O)[C@H](CCCCN)n3cc([C@@H](N)[C@H](C)CC)nn3)CC2)nc(N2CCN(C(=O)[C@H](CCC(=O)O)n3cc([C@@H](N)CCSC)nn3)CC2)n1,4%,i,0%,4%,11%,20%,8%,2%,46
COc1ccc(N2CCN(C(=O)c3cccc(S(=O)(=O)N4CCCc5ccccc54)c3)CC2)cc1,-13%,i,-13%,-11%,-24%,-1%,x,-4%,2
COc1ccc(-c2cc(C)no2)cc1S(=O)(=O)Nc1ccccc1,16µM*,i,u,u,-4%,u,2%,u,-12
COC(CNC(=O)CC1C(=O)N(Cc2ccccc2)C(C)c2nc3ccccc3n21)OC (configuration not stated),5%,i,2%,2%,-3%,11%,4%,-6%,10
COc1ccc(OCCCC(=O)NNC(=O)CCN2CCN(c3ccccc3)CC2)cc1,5%,u,x,4%,-24%,5%,-13%,-1%,11
O=C(CNC(=S)NC(=O)c1ccccc1)c1ccccc1,6%,i,9%,0%,-4%,6%,54%[activator],2%,-22
CCC1=C(c2ccc(C)cc2)S(=O)(=O)N=C1N1CCC(C(=O)Nc2ccccc2C(=O)OC)CC1,x,i,-15%,x,-18%,x,-11%,x,x
CC1CC(C)CN(C(=O)CCNS(=O)(=O)c2cccs2)C1 (configuration not stated),-3%,i,-1%,1%,-1%,0%,7%,1%,8

# Compound activity as filed in PubChem BioAssay.
